# Screens as filed in PubChem BioAssay.
# SRC2 inh: human SRC2 (NCOA2) inhibition. Q15596. HEK293 GAL4-SRC2 luciferase reporter, luminescence. inhibition, % at 9 µM. actives 0.17% (n = 370,000);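 active = inhibition above the mean inhibition of all tested compounds plus 3 SD, set per campaign, cut at about 52% in these data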;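 note: 0% = DMSO treated cells and 100% = cells given Gossypol at 36 µM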
# MC4R antagonist: human MC4R antagonism in cAMP assay; inhibition, % at 6.5 µM; MC4R-expressing cells, MTII-stimulated cAMP, LANCE TR-FRET; AID 540295; actives 0.48% (n = 360,000);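 active = inhibition above its plate's cutoff, the mean of tested wells on that plate plus 3 SD, cut at about 29% in these data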;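 note: 0% = Melanotan II alone and 100% = Melanotan II plus saturating MCL0020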
#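 material = U2OS cells stably expressing human melanocortin 4 receptor (MC4R) | also added = Melanotan II challenge | dosing = single nominal compound dose of 6.5 µM | detection = TR-FRET with Eu-cAMP and labeled anti-cAMP, 671 nm | replication = singlicate | timing = compound 30 min, challenge 1 h, detection 1 h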
# m5-HT2A agonist: agonists of mouse serotonin 5-HT2A receptor (HTR2A). P35363. actives 0.66% (n = 360,000). activation, % at 7.6 µM. CHO-K1 mHTR2A beta-arrestin complementation, luminescence; percent of 30 µM serotonin response;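 active = activation above a run cutoff, the mean activation of all tested compounds plus 3 SD, cut at about 14% in these data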;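 note: 0% = plate median of compound wells and 100% = 30 µM serotonin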
# Target sequence (P35363 whole entry, looked up): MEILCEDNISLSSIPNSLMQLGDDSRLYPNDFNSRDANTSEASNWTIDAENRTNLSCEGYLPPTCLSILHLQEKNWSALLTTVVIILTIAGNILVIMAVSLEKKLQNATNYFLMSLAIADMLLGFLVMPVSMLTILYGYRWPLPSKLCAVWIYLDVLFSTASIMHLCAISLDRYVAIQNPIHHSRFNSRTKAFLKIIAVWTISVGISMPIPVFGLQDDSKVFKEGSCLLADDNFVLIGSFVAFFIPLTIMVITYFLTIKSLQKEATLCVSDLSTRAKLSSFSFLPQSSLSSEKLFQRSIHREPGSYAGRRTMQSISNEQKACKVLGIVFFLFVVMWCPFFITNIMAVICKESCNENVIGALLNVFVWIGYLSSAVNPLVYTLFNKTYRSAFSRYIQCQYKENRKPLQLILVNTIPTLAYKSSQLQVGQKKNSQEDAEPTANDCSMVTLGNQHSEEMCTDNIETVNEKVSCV
# MC4R ag barr: agonists of human melanocortin 4 receptor (MC4R) beta-arrestin. activation, % at 8.9 µM. AID 540308. U2OS MC4R beta-arrestin complementation, luminescence; percent of melanotan II response, DMSO zero. P32245. actives 0.98% (n = 360,000);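 active = activation above a per-plate cutoff, the mean activation of sample wells on that plate plus 3 SD, cut at about 8% in these data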
# ABHD5 PLIN5 PPI: ABHD5-PLIN5 protein interaction inhibition. Q00G26+Q8WTS1. Split G. princeps luciferase complementation, luminescence, 4 h. inhibition, % at 4 µM. actives 0.78% (n = 360,000);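 active = inhibition above the mean inhibition across every tested compound plus 3 SD, cut at about 22% in these data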;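 note: 0% = DMSO only wells and the 100% control is not disclosed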
# TLR9-MyD88 block: inhibitors of human TLR9-MyD88 binding; Q9NR96+Q99836; inhibition, % at 4.98 µM; CHO BLA complementation TLR9-MyD88, CCF4 FRET ratio; actives 0.21% (n = 340,000); AID 504734;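 active = inhibition above the mean over all tested compounds plus 3 SD, cut at about 21% in these data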;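 note: 0% = DMSO only wells and 100% = clavulanate BLA inhibitor control wells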
# H9c2 protect: myocardial damage modulation in H9c2 cells; H9c2 cardiomyocytes, H2O2 injury protection, ATPLite, 2 h; actives 0.63% (n = 360,000); protection from H2O2 cell death, % at 20 µM;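 active = compounds giving at least 50% protection of heart cells from peroxide-induced death in the single-dose screen, raw or plate-pattern-corrected value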;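 note: 0% = DMSO wells with peroxide and 100% = DMSO wells without peroxide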
# N-glyco inh: blocks N-linked glycosylation in D54 reporter cells; D54 ERlucT glycosylation luciferase reporter, 24 h; percent of 100 nM tunicamycin response; reporter increase, % at 12.5 µM; actives 0.23% (n = 360,000); AID 588692;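 active = mean luciferase reporter signal, scaled so untreated is 0 and the glycosylation-blocking control 100, at or above a set limit in every replicate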;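 note: luciferase carries N-glycosylation sites so blocking glycosylation raises the light; 0% = median of neutral control wells and 100% = median of 100 nM tunicamycin wells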
# NOD2-RIPK2 inh: inhibitors of human NOD2-RIPK2 interaction; CHO BLA complementation NOD2-RIPK2, CCF4 ratio; inhibition, % at 4.98 µM; actives 0.38% (n = 360,000); O43353; AID 624267; in the data active = inhibition above about 21%;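 note: 0% = vehicle only and 100% = reference blocker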
# Target sequence (O43353 whole entry, looked up): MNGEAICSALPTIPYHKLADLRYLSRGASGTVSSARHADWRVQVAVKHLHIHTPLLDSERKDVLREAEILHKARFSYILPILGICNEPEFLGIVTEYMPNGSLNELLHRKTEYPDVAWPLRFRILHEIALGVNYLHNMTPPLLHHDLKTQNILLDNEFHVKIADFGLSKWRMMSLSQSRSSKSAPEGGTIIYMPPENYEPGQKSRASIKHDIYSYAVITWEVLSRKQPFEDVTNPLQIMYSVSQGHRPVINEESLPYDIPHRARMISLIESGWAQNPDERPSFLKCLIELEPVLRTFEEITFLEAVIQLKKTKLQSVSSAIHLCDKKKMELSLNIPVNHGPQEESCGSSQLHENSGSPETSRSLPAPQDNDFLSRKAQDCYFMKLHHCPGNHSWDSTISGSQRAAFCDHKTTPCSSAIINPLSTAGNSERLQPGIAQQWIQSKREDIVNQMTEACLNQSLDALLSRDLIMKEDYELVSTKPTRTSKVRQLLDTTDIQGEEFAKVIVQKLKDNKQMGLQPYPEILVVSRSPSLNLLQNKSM
# ABCB6 inh MLPCN: inhibitors of human ABC transporter ABCB6. Q9NP58. K562-ABCB6 porphyrin accumulation, flow cytometry, 1 h; stronger effect = lower value. fluorescence ratio to DMSO, % at 10 µM. actives 0.19% (n = 360,000). AID 602162;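 active = fluorescence ratio to DMSO below 75%, the collection mean minus 3 SD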;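 note: signal is porphyrin accumulated inside mitochondria; 100% equals median channel fluorescence of DMSO control wells; lower ratio means ABCB6 inhibition with less porphyrin fluorescence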
# * = called active by the depositor; nt = no result given. This is a subset, so the mix of outcomes need not match the whole.
1. O=C(O)/C(CC(=O)c1ccc(Cl)cc1)=N/Nc1ccc([N+](=O)[O-])cc1[N+](=O)[O-]
2. COc1cc(CO)cc(Br)c1OCC(=O)Nc1cccc2ccccc12
3. COc1ccc(CC(=O)Nc2cc(S(=O)(=O)N3CCCCC3)ccc2C)cc1OC
4. CCNC(=S)N/N=C1\C(=O)c2cccc3cccc1c23
5. COc1ncc(-c2ccc(N3C(c4ccsc4)=Cc4ccc(F)cc4C3CC(=O)c3ccco3)cc2)cn1 (stereo not given)
6. Cn1c(=O)c2nc(NCc3ccccc3)sc2n(C)c1=O
7. Cc1c(C(=O)NCc2ccc([N+](=O)[O-])cc2)sc(=O)n1Cc1ccc2c(c1)OCO2
8. O=C(c1ccco1)N1CCN(C(=S)Nc2ccccc2Cl)CC1
9. Cc1nnsc1-c1nnc(SCC(=O)c2ccc(F)cc2)n1C1CC1
10. C[C@H](CO)N1C[C@H](C)[C@H](CN(C)C(=O)Nc2ccc(F)cc2)OCc2ccccc2-c2c(n(C)c3ccccc23)C1=O

entry no.	1	2	3	4	5	6	7	8	9	10
m5-HT2A agonist	-5.1	0.6	-2.7	-0.8	1.5	11.4	14.4	15.1*	-5.3	9.9
NOD2-RIPK2 inh	-22.3	-17.9	-8.0	9.5	-0.1	-6.8	-0.5	3.3	-5.2	3.0
ABHD5 PLIN5 PPI	-6.2	3.4	-9.2	-0.7	2.1	-4.3	-0.2	0.8	-2.7	1.0
SRC2 inh	10.9	1.5	22.5	-27.3	-18.7	-34.9	-31.7	-7.3	-19.8	-4.9
H9c2 protect	-1.5	-5.1	-20.7	16.6	nt	6.5	0.7	6.8	6.0	4.5
MC4R ag barr	-1.5	-1.0	-3.0	-1.7	nt	-0.7	0.7	-3.0	0.3	0.3
TLR9-MyD88 block	-10.4	-2.6	-15.0	10.5	nt	7.9	nt	12.0	-2.0	-6.9
MC4R antagonist	-0.9	1.1	16.9	0.9	nt	12.3	-2.2	-0.8	8.9	11.8
N-glyco inh	1.7	0.4	-3.1	5.3	nt	-0.5	-8.2	-2.2	0.5	-0.8
ABCB6 inh MLPCN	92.0	96.0	98.0	110.0	97.0	95.0	97.0	91.0	98.0	139.0

11. Cc1cc(NC(=O)c2c([N+](=O)[O-])cnn2C)no1
12. CN(c1ccc(C(=O)N2CCCCC2)cc1)S(C)(=O)=O
13. COCCn1c(=S)[nH]c2cc(C(=O)NCC3CCCO3)ccc2c1=O (stereo not given)
14. O=C(c1ccccc1)N1CCCCC(S(=O)(=O)c2ccc3ccccc3c2)C1=O (stereo not given)
15. CC(C)(C)NC(=O)N1c2ccccc2Sc2ccccc21
16. CC1=C(C(=O)N2CCOCC2)CC(CC(=O)NCc2cccc3ccccc23)C(=O)N1Cc1ccc(C(C)(C)C)cc1 (stereo not given)
17. CC(C)COC(=O)N1CC(O)CC1C(=O)O (stereo not given)
18. C/C(=N/NC(=O)CNC(=O)c1ccncc1)c1ccco1
19. CN1CCCC1CCNC1C2CC3CC(C2)CC1C3 (stereo not given)
20. CSc1ccccc1NC(=O)CN(Cc1ccccc1)S(C)(=O)=O

entry no.	11	12	13	14	15	16	17	18	19	20
m5-HT2A agonist	3.8	3.7	-0.5	-5.9	-3.1	3.5	-4.7	1.3	0.6	1.6
NOD2-RIPK2 inh	-9.0	-4.0	1.3	7.9	-3.6	5.0	6.9	-11.0	-3.2	3.4
ABHD5 PLIN5 PPI	2.8	1.4	3.5	-3.5	-0.6	9.0	-1.8	-3.1	3.6	4.0
SRC2 inh	-0.6	8.9	nt	9.8	-30.1	-30.4	-17.4	22.7	-35.0	10.3
H9c2 protect	-0.6	0.0	5.9	4.5	-0.5	-2.6	-2.1	3.2	1.3	6.8
MC4R ag barr	-1.6	1.9	0.3	-1.4	0.0	nt	-1.1	-0.7	-1.6	-1.2
TLR9-MyD88 block	34.2*	11.7	1.8	0.4	5.0	nt	-6.1	nt	-7.9	1.6
MC4R antagonist	3.4	-1.4	-4.0	13.3	-8.6	nt	2.8	4.4	4.0	8.3
N-glyco inh	3.2	1.7	0.7	3.4	-8.8	1.6	0.4	0.5	-1.6	-0.1
ABCB6 inh MLPCN	100.0	104.0	96.0	101.0	92.0	90.0	89.0	99.0	107.0	96.0

21. CCCNC(=O)C(CC)NS(=O)(=O)c1ccc(OC)cc1 (stereo not given)
22. O=C(COc1ccc([N+](=O)[O-])cc1)Nc1ccc(N2CCN(C(=O)c3ccco3)CC2)cc1
23. NS(=O)(=O)c1ccc(NC(=O)COC(=O)Cc2c[nH]c3ccccc23)cc1
24. CCSc1nnc(NC(=O)CSc2nnc(Cc3cccn3C)n2-c2ccc(F)cc2)s1
25. O=C(Nc1ccc(NC(=O)c2ccco2)c(Cl)c1)c1ccccc1
26. Cc1cc2c(NC(=O)Nc3ccc(C(C)(C)C)cc3)cccc2nn1
27. COc1ccccc1NC(=O)CNC(c1ccccc1)c1ccccc1
28. O=C(COC(=O)/C=C/c1cccc(F)c1)NC1CCCCC1
29. COc1ccc(NC(=O)c2ccc[n+]([O-])c2)cc1
30. COC(=O)C(C)(C)ONC(=O)Nc1ccccc1[N+](=O)[O-]

entry no.	21	22	23	24	25	26	27	28	29	30
m5-HT2A agonist	-0.9	-2.9	-0.6	1.8	-4.4	-1.2	-1.9	0.8	-6.1	0.4
NOD2-RIPK2 inh	-9.6	2.0	1.4	0.6	-9.9	-0.5	-1.2	-1.1	16.6	-1.5
ABHD5 PLIN5 PPI	2.8	-4.5	-1.0	7.5	0.7	2.6	-4.3	2.9	1.9	-4.8
SRC2 inh	-6.0	-8.9	-0.2	-8.0	-22.2	-11.7	21.0	1.8	-3.5	-24.6
H9c2 protect	-2.1	5.1	-4.4	1.5	7.6	-19.4	0.2	1.5	9.4	-0.6
MC4R ag barr	0.6	4.4	-1.2	-2.7	-5.8	1.9	0.9	-1.8	0.5	-3.0
TLR9-MyD88 block	0.3	-4.7	6.5	-9.8	7.1	6.2	-0.1	-2.5	-9.4	0.0
MC4R antagonist	-1.8	17.9	1.4	-2.1	14.7	-6.1	15.7	0.4	0.5	9.9
N-glyco inh	-0.8	-3.4	0.2	-0.2	1.8	6.9	-2.3	1.7	1.4	-0.4
ABCB6 inh MLPCN	100.0	103.0	100.0	99.0	83.0	95.0	95.0	94.0	100.0	100.0

31. O=C(O)C(c1ccccc1)N1C(=O)/C(=C\c2ccc(-c3cccc(Cl)c3)o2)SC1=S (stereo not given)
32. COc1ccccc1NS(=O)(=O)c1cc(-c2cnc(C3CC3)o2)ccc1C
33. Cc1c(Br)c([N+](=O)[O-])nn1C(C)C(=O)NCc1cccs1 (stereo not given)
34. Cc1c(O)ccc2c(CC(=O)N[C@@H](Cc3c[nH]c4ccccc34)C(=O)O)cc(=O)oc12
35. CC(C)COc1cccc(-c2cc(C(=O)Nc3ccon3)c3ccccc3n2)c1
36. CCc1nnc(NC(=O)C2=CCN(S(=O)(=O)c3ccccc3)CC2)s1
37. COc1ccc(S(=O)(=O)N2CCCCC2)cc1NC(=O)CCNC(=O)c1ccco1
38. COc1ccc(CN(C(=O)c2snc(C(N)=O)c2N)C(C(=O)NC(C)(C)C)c2ccco2)cc1 (stereo not given)
39. CCOC(=O)C1CCCN(C(=O)c2ccc(OC)c([N+](=O)[O-])c2)C1 (stereo not given)
40. O=C(c1ccccc1)N1CCCC(C(=O)N2CCCCCC2)C1 (stereo not given)

entry no.	31	32	33	34	35	36	37	38	39	40
m5-HT2A agonist	-2.9	-9.7	-3.8	6.8	3.5	-3.1	4.4	-3.8	3.5	-1.6
NOD2-RIPK2 inh	3.1	-1.7	11.1	6.4	10.1	-1.5	-0.3	-6.6	-4.2	1.5
ABHD5 PLIN5 PPI	-6.9	-0.3	-2.9	-11.5	8.6	-7.7	-6.7	-5.8	1.6	-3.1
SRC2 inh	-32.9	17.4	27.2	-5.4	-11.4	-20.0	-2.5	nt	14.7	4.7
H9c2 protect	-6.0	-8.6	3.1	27.6	4.3	10.6	-0.9	10.9	0.4	0.2
MC4R ag barr	0.6	0.0	-0.6	-2.4	0.5	0.5	-1.8	-1.8	1.2	-0.8
TLR9-MyD88 block	7.5	7.5	-4.3	3.4	16.1	-8.4	-6.6	-3.5	-2.0	-3.6
MC4R antagonist	8.3	0.6	6.1	14.2	6.4	-0.7	-1.4	2.2	8.0	15.5
N-glyco inh	1.7	9.3	-2.2	2.9	0.2	0.1	0.5	0.0	0.8	0.3
ABCB6 inh MLPCN	145.0	95.0	97.0	98.0	99.0	100.0	92.0	106.0	96.0	97.0

# An excerpt from above in order of number of heavy atoms, smallest number first:
33. Cc1c(Br)c([N+](=O)[O-])nn1C(C)C(=O)NCc1cccs1 (stereo not given)
32. COc1ccccc1NS(=O)(=O)c1cc(-c2cnc(C3CC3)o2)ccc1C
37. COc1ccc(S(=O)(=O)N2CCCCC2)cc1NC(=O)CCNC(=O)c1ccco1

entry no.	33	32	37
m5-HT2A agonist	-3.8	-9.7	4.4
NOD2-RIPK2 inh	11.1	-1.7	-0.3
ABHD5 PLIN5 PPI	-2.9	-0.3	-6.7
SRC2 inh	27.2	17.4	-2.5
H9c2 protect	3.1	-8.6	-0.9
MC4R ag barr	-0.6	0.0	-1.8
TLR9-MyD88 block	-4.3	7.5	-6.6
MC4R antagonist	6.1	0.6	-1.4
N-glyco inh	-2.2	9.3	0.5
ABCB6 inh MLPCN	97.0	95.0	92.0

# More records follow:
41. CCC(C)[C@H]1CNC(=S)N1CCC12CC3CC(CC(C3)C1)C2 (stereo not given in full)
42. COc1ccc(CCC(=O)Nc2cccc(S(=O)(=O)N(C)C)c2)cc1OC
43. Cc1cc(C)c(C#N)c(N2CCC(C(N)=O)CC2)n1
44. Cc1ccc(S(=O)(=O)N2C[C@H]3N(C(=O)OC(C)C)N(C(=O)OC(C)C)C[C@H](OC(=O)Nc4cccs4)[C@@]3(O)C2)cc1
45. COCCCNC(=O)c1cn(C)c(=O)c2c1c1ccccc1n2C

entry no.	41	42	43	44	45
m5-HT2A agonist	0.1	3.2	4.3	-4.4	0.0
NOD2-RIPK2 inh	-2.1	-10.7	-9.5	-8.6	-1.9
ABHD5 PLIN5 PPI	-7.3	1.8	-1.8	-9.5	3.7
SRC2 inh	-10.5	-13.6	-33.4	-23.0	9.6
H9c2 protect	-9.7	-3.5	3.5	-12.2	-1.8
MC4R ag barr	-1.4	0.8	-1.7	2.3	0.4
TLR9-MyD88 block	-6.5	-4.5	1.2	0.6	-0.9
MC4R antagonist	-5.6	7.0	-1.0	9.2	13.7
N-glyco inh	-7.1	3.2	0.4	-3.9	1.0
ABCB6 inh MLPCN	95.0	99.0	100.0	92.0	99.0

# 3 entries from above, sorted by their value in TLR9-MyD88 block, rising:
no. | SMILES | TLR9-MyD88 block
42 | COc1ccc(CCC(=O)Nc2cccc(S(=O)(=O)N(C)C)c2)cc1OC | -4.5
44 | Cc1ccc(S(=O)(=O)N2C[C@H]3N(C(=O)OC(C)C)N(C(=O)OC(C)C)C[C@H](OC(=O)Nc4cccs4)[C@@]3(O)C2)cc1 | 0.6
43 | Cc1cc(C)c(C#N)c(N2CCC(C(N)=O)CC2)n1 | 1.2
